Source: PubChem BioAssay
Statin myotox sup = suppression of simvastatin myotoxicity; rescue of ATP level, % at 7.49 µM; C2C12 myotubes + simvastatin, ATP luminescence, 48 h; scaled: DMSO 0, geranylgeraniol control 100; AID 602340; 330,000 compounds, 0.78% hits;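 active = mean ATP rescue above about 67%, or every replicate alone reaching that limit, limit read from the data, passing the limit was not always enough; inconclusive = no clear call, values can overlap the other calls; inactive = mean under the limit and some replicate under it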;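 note: myotubes were challenged with 10 µM simvastatin during compound exposure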
SIRT5 block = sirtuin-5 (human) deacylase inhibition; 330,000 compounds, 1.1% hits; inhibition, % at 15 µM; Q9NXA8; AID 652115; Purified SirT5, succinyl-peptide AMC, trypsin-coupled fluorescence; in the data active = inhibition above about 15%; inconclusive = no clear call, values can overlap the other calls
Target sequence (Q9NXA8 whole entry, looked up): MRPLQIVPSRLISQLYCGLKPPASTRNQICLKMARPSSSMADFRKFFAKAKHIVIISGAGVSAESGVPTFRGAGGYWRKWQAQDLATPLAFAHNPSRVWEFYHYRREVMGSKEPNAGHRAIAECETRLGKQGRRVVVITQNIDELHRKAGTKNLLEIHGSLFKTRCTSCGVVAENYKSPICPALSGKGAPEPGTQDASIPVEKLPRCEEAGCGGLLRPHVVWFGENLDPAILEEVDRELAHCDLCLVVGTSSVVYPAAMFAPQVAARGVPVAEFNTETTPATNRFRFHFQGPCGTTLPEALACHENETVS
DENV2 CPE = DENV2-induced cell death inhibition; CPE inhibition, % at 9.99 µM; 350,000 compounds, 1.7% hits; AID 651640; DENV2-infected cells, cytopathic effect rescue, plate reader; in the data active = CPE inhibition above about 20%, passing the limit was not always enough; inconclusive = no clear call, values can overlap the other calls; tested in BHK-21 cells;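 note: 0% = median of neutral control wells and 100% = median of positive control wells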
ERp5 block = inhibitors of human ERp5; Q15084; ERp5 insulin aggregation, absorbance 650 nm, 90 min; inhibition, % at 9.99 µM; 350,000 compounds, 0.05% hits;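 active = mean replicate inhibition above about 25%, with every replicate also reaching it, limit read from the data, passing the limit was not always enough; inconclusive = only one of those two criteria met; inactive = neither criterion met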
Target sequence (Q15084 whole entry, looked up): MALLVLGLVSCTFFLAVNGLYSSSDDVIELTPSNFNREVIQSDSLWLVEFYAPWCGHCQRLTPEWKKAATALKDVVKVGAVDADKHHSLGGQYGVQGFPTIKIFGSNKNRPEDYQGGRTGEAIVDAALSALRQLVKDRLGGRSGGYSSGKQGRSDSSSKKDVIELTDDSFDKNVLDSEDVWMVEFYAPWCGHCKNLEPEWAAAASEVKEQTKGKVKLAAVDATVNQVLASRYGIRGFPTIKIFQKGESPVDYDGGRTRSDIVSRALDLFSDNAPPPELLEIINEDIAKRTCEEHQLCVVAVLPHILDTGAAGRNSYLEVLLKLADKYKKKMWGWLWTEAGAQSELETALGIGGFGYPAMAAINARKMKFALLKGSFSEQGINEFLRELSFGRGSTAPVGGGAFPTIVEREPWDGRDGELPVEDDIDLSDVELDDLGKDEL
S100A4 MyoIIA = blocks human S100A4 binding to myosin IIA peptide. P26447. S100A4/TAMRA-MyoIIA peptide fluorescence polarization. inhibition, % at 10.7 µM. 360,000 compounds, 0.14% hits;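 active = mean inhibition of at least 70% across replicates, with every replicate also reaching that level; inconclusive = mean inhibition reaches 70% but some replicates fall short; inactive = mean inhibition below 70%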
Target sequence (P26447 whole entry, looked up): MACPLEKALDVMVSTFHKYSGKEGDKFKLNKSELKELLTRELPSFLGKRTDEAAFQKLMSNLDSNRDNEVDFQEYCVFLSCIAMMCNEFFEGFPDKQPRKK
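Test system: S100A4 monomer protein; Medium: HEPES pH 7.2 with CaCl2, KCl, NaCl, DTT, Triton; Probe or stimulus: TAMRA-labelled myosin IIA heavy-chain peptide probe, 5 nM; Doses: one dose per compound; Times: polarization read 5 min after assay mix addition, stable 5–60 min; Benchmarks: neutral control DMSO, positive control TFP.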
E-sel inducer = E-selectin induction on HUVECs; AID 686992; 260,000 compounds, 0.37% hits; HUVEC E-selectin immunofluorescence imaging; normalized: neutral wells 0, TNF-alpha wells 100; activation, % at 7.58 µM; P16581;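 active = mean E-selectin-positive cell signal at least 10% of the positive control, reached in at least 60% of replicates, without over 20% cell loss; inconclusive = no rule given, readout overlaps actives, possibly toxicity-flagged; inactive = the rest, including those meeting only one limit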;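 note: in these data hits start at about 27%; measured in HUVEC primary endothelial cells; signal is the percent of cells scored E-selectin positive by PE staining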
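Test system: HUVEC; input: 3,000 HUVEC/well; measured by: immunofluorescence imaging; read-out: % PE-positive cells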
PglD inh = PglD (C. jejuni) enzyme inhibition; inhibition, % at 12.5 µM; 360,000 compounds, 0.098% hits; purified PglD enzyme, DTNB colorimetric CoA detection; AID 602405; in the data active = inhibition above about 16%, passing the limit was not always enough; inconclusive = no clear call, values can overlap the other calls; note: strong numbers were not always called active
* = called active by the depositor.

`COC(=O)[C@@]1(Cc2ccc(OC)cc2)[C@H]2c3cc(C(=O)N4CCCC4)n(Cc4ccc(Cl)c(C(F)(F)F)c4)c3C[C@H]2CN1C(=O)c1ccccc1` gave DENV2 CPE 11, ERp5 block 1, S100A4 MyoIIA -10 and E-sel inducer 1.6.
`CO[C@H]1CN(C)C(=O)c2ccc(NC(=O)Nc3cc(F)ccc3F)cc2OC[C@@H](C)N(C(=O)c2ccccn2)C[C@@H]1C` gave Statin myotox sup -6, DENV2 CPE 2, ERp5 block -6, S100A4 MyoIIA -69, E-sel inducer 0.0 and PglD inh 1.
For CCN(CC(=O)Nc1ccccc1OC)C(=O)c1cccc(-n2cccc2)c1 the results were Statin myotox sup 12, SIRT5 block -3, DENV2 CPE 3, ERp5 block -8, S100A4 MyoIIA 0, E-sel inducer -0.4 and PglD inh -1.
Screening S=C(NCc1ccco1)NCC1CCCO1 (centres undefined) returned Statin myotox sup 9, SIRT5 block 0, DENV2 CPE -1, ERp5 block 6, S100A4 MyoIIA 4 and PglD inh 0.
CCOC(=O)N1CCC(N2CCN(S(=O)(=O)c3ccc(NC(C)=O)cc3)CC2)CC1 was read as Statin myotox sup -29, SIRT5 block 9, DENV2 CPE inconclusive, ERp5 block -2, S100A4 MyoIIA 2 and PglD inh 4.
`COc1ccc(CNC(=O)c2coc(=O)c3ccccc23)cc1` gave SIRT5 block -3, DENV2 CPE -4, ERp5 block 0, S100A4 MyoIIA -3 and E-sel inducer 0.0.
For COc1cccc(-c2ccc3c(c2)[C@H]2[C@H](CCN2C(=O)c2ccc4c(c2)OCO4)[C@H](CO)N3C)c1 the results were Statin myotox sup 22, SIRT5 block 3, DENV2 CPE -28, ERp5 block -2, S100A4 MyoIIA 98*, E-sel inducer -0.6 and PglD inh 1.
`COc1cc(-n2c(-c3ccccc3)n[nH]c2=S)c(OC)cc1Cl` gave SIRT5 block 0, DENV2 CPE 4, ERp5 block 3 and S100A4 MyoIIA 0.
For Cc1cc(C(=O)OCC(=O)Nc2ccccc2)c(C)o1 the results were SIRT5 block -5, DENV2 CPE -4, ERp5 block 1, S100A4 MyoIIA 1 and E-sel inducer 2.2.
For c1ccc(COC2COC3C(OCc4ccccc4)COC23)cc1 (centres undefined) the results were Statin myotox sup 9, DENV2 CPE -5, ERp5 block 5, S100A4 MyoIIA -3, E-sel inducer -0.6 and PglD inh -6.
For CC(O)c1nc2c(c(=O)n(C)c(=O)n2C)n1C (centres undefined) the results were Statin myotox sup -6, SIRT5 block -7, DENV2 CPE 3, ERp5 block -1, S100A4 MyoIIA -3, E-sel inducer -0.2 and PglD inh 1.
For COc1ccccc1NC(=S)N1CCN(C/C=C/c2ccccc2)CC1 the results were DENV2 CPE -10, ERp5 block -2 and S100A4 MyoIIA 31.
O=C(CCCc1ccccc1)N=C1SC2CS(=O)(=O)CC2N1c1ccccc1F (centres undefined) was read as Statin myotox sup 14, SIRT5 block 0, DENV2 CPE 5, S100A4 MyoIIA -15 and PglD inh 3.
For C[C@H](CO)N1C[C@H](C)[C@@H](CN(C)C(=O)Nc2ccc3c(c2)OCO3)Oc2c(NC(=O)c3cnccn3)cccc2C1=O the results were Statin myotox sup -35, SIRT5 block 2, DENV2 CPE 3, ERp5 block 1, S100A4 MyoIIA -2, E-sel inducer -0.6 and PglD inh -13.
For Cc1cccc(NC(=O)Cc2c(F)cccc2Cl)n1 the results were Statin myotox sup -2, SIRT5 block -3, DENV2 CPE -2, ERp5 block -1, S100A4 MyoIIA 1, E-sel inducer 0.2 and PglD inh 1.
`COc1ccccc1NS(=O)(=O)c1ccc(C)c(C(=O)NNC(=O)c2csc(N3CCOCC3)n2)c1` gave Statin myotox sup 4, SIRT5 block 1, DENV2 CPE -2, ERp5 block -5, S100A4 MyoIIA 1 and PglD inh 3.
For Cc1csc(SCC(=O)NC(=O)NCCC(C)C)n1 the results were Statin myotox sup -12, SIRT5 block -6, DENV2 CPE 7, ERp5 block 3, S100A4 MyoIIA -1 and PglD inh 0.
CO[C@H]1CN(C)C(=O)c2cc(NC(C)=O)ccc2OC[C@@H](C)N(CCC(F)(F)F)C[C@@H]1C was read as Statin myotox sup -10, SIRT5 block -2, DENV2 CPE 5, ERp5 block inconclusive, S100A4 MyoIIA 4, E-sel inducer 1.3 and PglD inh 0.
For CC(C)NC(=O)COC(=O)c1ccccc1CSC1=NCCS1 the results were Statin myotox sup -1, DENV2 CPE -3, ERp5 block 4, S100A4 MyoIIA 4, E-sel inducer 0.3 and PglD inh -6.
For CCOC(=O)N1CCN(C(=O)c2ccc3c(=O)n(CCc4ccc(OC)c(OC)c4)c(=O)[nH]c3c2)CC1 the results were Statin myotox sup -16, SIRT5 block -2, DENV2 CPE -5, ERp5 block 1, S100A4 MyoIIA -2 and PglD inh 1.
C[C@@H]1CCCCO[C@@H](CN(C)C(=O)C2CCCCC2)[C@H](C)CN([C@H](C)CO)C(=O)c2cc(N(C)C)ccc2O1 was read as Statin myotox sup 14, SIRT5 block -2, DENV2 CPE 9, ERp5 block 2, S100A4 MyoIIA 2, E-sel inducer -0.2 and PglD inh -1.
O=C(O)CCCNC(=O)/C(=C\c1ccc(Cl)cc1)NC(=O)c1ccc(Br)cc1 was read as Statin myotox sup -16, SIRT5 block 10, DENV2 CPE 3, ERp5 block -7 and S100A4 MyoIIA 1.
`COc1ccc(NC(=O)Nc2ccc3c(c2)C(=O)N([C@H](C)CO)C[C@@H](C)[C@H](CN(C)C(=O)NC(C)C)O3)cc1` gave Statin myotox sup 6, SIRT5 block -2, DENV2 CPE -1, ERp5 block 1, S100A4 MyoIIA -1, E-sel inducer 0.1 and PglD inh -1.
COc1ccc(S(=O)(=O)NC(N)=NCCc2ccc(OC)c(OC)c2)cc1C was read as SIRT5 block -4, DENV2 CPE -12, ERp5 block 1 and S100A4 MyoIIA 10.
c1ccc(COc2cccc(CN3CCCCC3)c2)cc1 was read as Statin myotox sup -3, SIRT5 block -1, DENV2 CPE 0, ERp5 block -1 and S100A4 MyoIIA 10.
For CCN1CCN(/C=N/c2nc(C)cs2)CC1 the results were Statin myotox sup -4, SIRT5 block 1, DENV2 CPE 14, ERp5 block -8, S100A4 MyoIIA 0 and PglD inh 2.
`COC(=O)Cn1c(=NC(=O)c2cc(OC)c(OC)c(OC)c2)sc2cc(OC)ccc21` gave SIRT5 block -2, DENV2 CPE 2, ERp5 block -2, S100A4 MyoIIA -3, E-sel inducer -0.2 and PglD inh 1.
For COc1cccc(C(=O)NCCNC(=O)c2ccc(C)nc2)c1 the results were Statin myotox sup -3, SIRT5 block -2, DENV2 CPE 10, ERp5 block 4, S100A4 MyoIIA 1 and PglD inh 1.
For Cc1ccc(C(=O)NCC(=O)OCC(=O)N(CC(C)C)c2c(N)n(Cc3ccccc3)c(=O)[nH]c2=O)cc1 the results were SIRT5 block -2, DENV2 CPE 3, ERp5 block -1 and S100A4 MyoIIA -1.
Screening Nc1nc2ccc(C(=O)NCCOC(=O)C3CCCCC3)cc2s1 returned SIRT5 block -3, DENV2 CPE 3, ERp5 block 1, S100A4 MyoIIA 3 and E-sel inducer 1.5.

Arranged by SMILES length (falling): some entries from above.
For Cc1ccc(C(=O)NCC(=O)OCC(=O)N(CC(C)C)c2c(N)n(Cc3ccccc3)c(=O)[nH]c2=O)cc1 the results were SIRT5 block -2, DENV2 CPE 3, ERp5 block -1 and S100A4 MyoIIA -1.
O=C(O)CCCNC(=O)/C(=C\c1ccc(Cl)cc1)NC(=O)c1ccc(Br)cc1 was read as Statin myotox sup -16, SIRT5 block 10, DENV2 CPE 3, ERp5 block -7 and S100A4 MyoIIA 1.
For COc1cccc(C(=O)NCCNC(=O)c2ccc(C)nc2)c1 the results were Statin myotox sup -3, SIRT5 block -2, DENV2 CPE 10, ERp5 block 4, S100A4 MyoIIA 1 and PglD inh 1.

Next part.
For COc1ccc([C@@H]2[C@@H]3C(=O)N(C(C)(C)C)C(=O)[C@@H]3[C@]3(C)C(=O)N(c4cccc(F)c4)C(=O)N23)cc1 the results were Statin myotox sup -2, SIRT5 block -3, DENV2 CPE -7, ERp5 block 4, S100A4 MyoIIA -12, E-sel inducer -0.1 and PglD inh -4.
`C/C(=N\NC(=O)CCc1c[nH]c2ccccc12)c1ccc([N+](=O)[O-])cc1` gave SIRT5 block -2, DENV2 CPE -1, ERp5 block -2 and S100A4 MyoIIA 0.
Screening Cc1ccccc1C(=O)NCC(=O)N1CCN(C/C=C/c2ccccc2)CC1 returned Statin myotox sup 10, SIRT5 block -7, DENV2 CPE 15, ERp5 block -2, S100A4 MyoIIA 35, E-sel inducer -0.2 and PglD inh -3.
Screening O=C(Nc1ccc(N2CCN(C(=O)c3cccs3)CC2)cc1)c1ccc(Br)o1 returned Statin myotox sup 20, SIRT5 block -2, DENV2 CPE -11, ERp5 block -1, S100A4 MyoIIA -5, E-sel inducer -0.3 and PglD inh -7.
`COc1ccc(CCNC(=O)COc2ccc(S(=O)(=O)NC(C)C)cc2)cc1OC` gave Statin myotox sup 1, SIRT5 block 14, DENV2 CPE -10, ERp5 block 4, S100A4 MyoIIA 3 and E-sel inducer -0.5.
For CC1(c2nnc(-c3cccc(Cl)c3)o2)CC(c2cccc(Cl)c2)=NO1 (centres undefined) the results were DENV2 CPE -13, ERp5 block 0, S100A4 MyoIIA 1, E-sel inducer 0.1 and PglD inh -1.
CCC(=O)N(C)C[C@H]1Oc2ncc(C3=CCCC3)cc2C(=O)N([C@H](C)CO)C[C@H]1C was read as Statin myotox sup -15, SIRT5 block 9, DENV2 CPE 2, ERp5 block -2, S100A4 MyoIIA 7, E-sel inducer 0.1 and PglD inh 2.
Screening Cc1ccccc1CN1[C@@H](C)[C@H](c2ccccc2)Oc2cccc(N3CCCC3)c2S1(=O)=O returned SIRT5 block -4, DENV2 CPE -11, ERp5 block 1 and S100A4 MyoIIA -3.
`Cc1[nH][nH]c(=O)c1C=NCc1cccc(C(F)(F)F)c1` gave Statin myotox sup 1, SIRT5 block 3, DENV2 CPE -5, ERp5 block 1, S100A4 MyoIIA -9 and PglD inh 2.
Screening COc1ccc(CCN2CC(C(=O)NC3CCOCC3)CCC2=O)cc1 (centres undefined) returned Statin myotox sup -12, SIRT5 block 2, DENV2 CPE -3, ERp5 block -3, S100A4 MyoIIA -6 and PglD inh 1.
`O=C1CCC(NC(=O)c2ccccc2)C(=O)N1` (centres undefined) gave Statin myotox sup -10, SIRT5 block 0, DENV2 CPE -8, ERp5 block 9, S100A4 MyoIIA 5, E-sel inducer -0.2 and PglD inh -2.
Screening Cc1nc2c(C(=O)O)cnn2c(C)c1Cc1ccccc1F returned Statin myotox sup -20, SIRT5 block -2, ERp5 block 3, S100A4 MyoIIA 0 and PglD inh -15.
CC(=O)c1ccccc1NS(=O)(=O)c1cccc2nonc12 was read as Statin myotox sup 14, SIRT5 block 2, DENV2 CPE -5, ERp5 block -2, S100A4 MyoIIA -11, E-sel inducer -0.2 and PglD inh -4.
`Cc1nnc(-c2ccccc2)nc1N(C)C` gave SIRT5 block -3, DENV2 CPE 5, ERp5 block inconclusive, S100A4 MyoIIA 2 and E-sel inducer 1.3.
`Cc1ccc2c(CC(=O)NCC3(N4CCOCC4)CCCCC3)coc2c1C` gave Statin myotox sup -7, SIRT5 block 0, DENV2 CPE 3, ERp5 block 0, S100A4 MyoIIA -2, E-sel inducer -0.1 and PglD inh 0.
For CC(=O)c1c(C)c(C)c2n1CCn1c(C)ccc1-2 the results were Statin myotox sup 2, DENV2 CPE -7, ERp5 block 4, S100A4 MyoIIA -38, E-sel inducer 0.1 and PglD inh -2.

Not all compounds are listed, so the mix of outcomes need not match the whole.
